# RGS4 act = potentiators or activators of RGS4; HEK293 M3R/inducible RGS4, carbachol calcium flux Fluo4; hits give low values; B-score at 10 µM; hit rate 0.92% among 310,000;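 active = B-score of the integrated calcium signal more than 4 SD below the library mean, with starting fluorescence not abnormally high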;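 also: negative B-score means reduced calcium response which marks RGS4 activation or potentiation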
#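 Reagent: ECmax carbachol challenge; Test system: M3R-expressing HEK293 line, RGS4 induced by doxycycline; Schedule: overnight RGS4 induction, 30 min dye load 37 °C, 20 min compound RT; Detection: calcium dye Fluo4 fluorescence; Read-out: Agonist-evoked peak-minus-minimum fluorescence over baseline, integrated ratio, B score.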
# hERG rescue = compounds protecting human hERG from proarrhythmic drug block; CHO-hERG, FluxOR thallium flux, dofetilide IC70 present; activation (rescue from dofetilide block), less the hit threshold, % at 10 µM; hit rate 0.51% among 310,000;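 active = activation above the mean of controls blocked by dofetilide plus 5 SD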;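 also: thallium influx through hERG after potassium depolarization seen as dye fluorescence rise; in these data hits start at about 4.7%; inactives centre near -7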
# HDAC3 inh = human HDAC3 inhibition; O15379; recombinant HDAC3, fluorogenic peptide/trypsin coupled, fluorescence; inhibition, % at 8.3 µM; hit rate 0.15% among 320,000; in the data active = inhibition above about 26%, passing the limit was not always enough; inconclusive = no clear call, values can overlap the other calls
# PolyA inhibitor = inhibitors of polyadenylation in S. cerevisiae. S. cerevisiae SKY197-pL101 polyadenylation reporter, beta-gal luminescence; efflux-impaired pdr1/pdr3 knockout yeast; score 100 = 6 SD above DMSO. hit rate 0.02% among 300,000. AID 1875. calls only at 12 µM;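 active = lowest replicate activity score at least 50, where 100 means six control SD above control mean; inconclusive = lowest score under 50 but half or more replicates reach 50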;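 also: yeast exposed to compound for 9 h at 30 °C; higher score means more reporter readthrough which indicates perturbed polyadenylation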
# GSK3 alpha inh = blocks human GSK-3 alpha kinase | P49840 | ADP-Glo luminescence, 60 min | inhibition, % at 10 µM | hit rate 0.1% among 320,000 | AID 2650;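 in the data active = inhibition above about 50%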;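 also: GST-tagged GSK-3 alpha with peptide substrate and 25 µM ATP; 0% = DMSO neutral wells and 100% = GW8510 positive control wells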
# GSK3B inh = inhibitors of human GSK3beta kinase; activity score (negative = inhibition), % at 10 µM; P49841; GST-GSK3beta kinase, ADP-Glo luminescence, 60 min; hits give low values; hit rate 0.038% among 300,000;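 active = more than half of replicate wells score below -50%, meaning over 50% inhibition versus plate controls; inconclusive = some replicates but at most half score below -50%; inactive = no replicate scores below -50%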;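 also: 0% = median DMSO wells and -100% = median GW8510 positive control wells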
#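 Test system: GST-fused GSK3beta enzyme, cell-free | Quantity: 1.6 ng GST-GSK3beta enzyme per well | Reagent: 25 µM ATP with peptide substrate | Schedule: 60 min enzyme reaction, room temperature | Signal: Luminescent ADP-Glo measurement of ADP formed | Read-out basis: Score relative to plate controls | Control set: DMSO and 20 µM GW8510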
# KCNQ1 pot = human KCNQ1 channel potentiation or activation; P51787; CHO-K1 KCNQ1, thallium flux FluxOR fluorescence; hits give high values; B-score at 10 µM; hit rate 0.35% among 310,000;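 active = fluorescence ratio B-score, a plate-corrected score, at least three library SD, with initial intensity B-score within 5 SD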
#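 System: Stable KCNQ1 CHO-K1 line | Incubation: 90 min dye loading and 20 min compound exposure, both at room temperature | Measure: Ratio B score | Medium: Assay buffer for compound exposure, DMSO matched across wells | Compound dosing: Single-concentration screen | Probe or stimulus: K+/Tl+ depolarizing stimulus | Measured by: Kinetic FluxOR fluorescence, 10 s baseline plus 110 s post-stimulus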
# KCNQ1 inh = inhibitors of human KCNQ1 potassium channel; CHO-K1 KCNQ1, FluxOR thallium flux fluorescence; hits give high values; B-score at 10 µM; P51787; hit rate 1.3% among 310,000; AID 2642;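 active = compounds whose thallium flux B-score, printed positive for inhibition, exceeds three library SD while starting fluorescence stays within three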;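 also: channel opened by potassium depolarization with thallium stimulus after 20 min compound exposure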
# KCNK9 inh = human KCNK9 channel inhibition; Q9NPC2; AID 488922; hit rate 1.2% among 310,000; HEK293 KCNK9, FluxOR thallium flux fluorescence; hits give low values; B-score at 10 µM;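 active = ratio B-score over 3 SD below the library mean, with starting fluorescence within 5 SD of its mean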;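 also: negative B-score means less thallium flux so channel inhibition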
# Target sequence (Q9NPC2 whole entry, looked up): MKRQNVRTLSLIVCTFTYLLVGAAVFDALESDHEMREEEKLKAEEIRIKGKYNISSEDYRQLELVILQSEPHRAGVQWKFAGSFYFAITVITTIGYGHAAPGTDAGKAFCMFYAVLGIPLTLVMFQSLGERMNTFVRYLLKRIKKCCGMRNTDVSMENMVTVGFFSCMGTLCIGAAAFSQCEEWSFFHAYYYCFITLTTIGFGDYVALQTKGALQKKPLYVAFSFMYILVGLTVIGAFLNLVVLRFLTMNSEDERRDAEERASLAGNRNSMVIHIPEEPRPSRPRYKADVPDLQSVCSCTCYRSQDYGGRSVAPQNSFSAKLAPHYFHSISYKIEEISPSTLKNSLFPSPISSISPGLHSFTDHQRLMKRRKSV
# KCNK3 block = human KCNK3 channel inhibition, primary screen; O14649; hit rate 0.84% among 340,000; CHO-KCNK3 thallium flux, FluxOR fluorescence; hits give low values; B-score at 10 µM;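 active = B-score under library mean minus 4 SD, starting fluorescence ratio at most library mean plus 5 SD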;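 also: more negative B-score means stronger inhibition of thallium flux through KCNK3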
# Target sequence (O14649 whole entry, looked up): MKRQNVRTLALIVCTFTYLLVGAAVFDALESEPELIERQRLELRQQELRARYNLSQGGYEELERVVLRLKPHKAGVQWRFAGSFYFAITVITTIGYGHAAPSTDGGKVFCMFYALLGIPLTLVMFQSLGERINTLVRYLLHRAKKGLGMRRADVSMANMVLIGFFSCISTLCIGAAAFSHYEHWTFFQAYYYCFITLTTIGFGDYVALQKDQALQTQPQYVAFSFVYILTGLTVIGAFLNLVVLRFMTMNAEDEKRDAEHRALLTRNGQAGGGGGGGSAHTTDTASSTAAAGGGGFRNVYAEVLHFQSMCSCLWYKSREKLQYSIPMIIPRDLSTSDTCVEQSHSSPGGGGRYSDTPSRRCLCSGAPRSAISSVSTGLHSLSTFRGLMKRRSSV
# Dyrk1A ADPGlo = blocks rat Dyrk1A kinase activity; Q63470; ADP-Glo luminescence, NFATc1 peptide; inhibition, % at 12.5 µM; hit rate 0.43% among 310,000; in the data active = inhibition above about 50%;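 also: plate controls were vehicle with enzyme for no effect and no enzyme for full effect; many of its hits are not listed in these tables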
# Active calls of the source: *; i = inactive; ? = inconclusive; / = not tested or not shown. Only part of the results is shown; the hit share may differ from the screen's.
SMILES	RGS4 act	hERG rescue	HDAC3 inh	PolyA inhibitor	GSK3 alpha inh	GSK3B inh	KCNQ1 pot	KCNQ1 inh	KCNK9 inh	KCNK3 block	Dyrk1A ADPGlo
COc1ccccc1CNC(=O)C1CCN(S(=O)(=O)c2ccc3c(c2)C(C)(C)C(=O)N3C)CC1	i	-11.2	1.7	i	0.1	2.2	i	i	i	i	0.6
Cc1cc2c([nH]c3ccccc32)c2c1OC(C)(C)C=C2	i	-5.9	7.3	i	-2.1	0.0	i	i	i	i	5.6
CCOC(=O)c1ccc(CC2SC(N)=NC2=O)cc1 (configuration not stated)	i	-6.4	-1.4	i	-0.6	1.0	i	i	i	i	3.2
COc1ccccc1C(=O)N/C(=C\c1cn(S(=O)(=O)N(C)C)c2ccccc12)C(=O)N1CCOCC1	i	-8.0	-3.6	i	-3.7	0.9	i	i	i	i	5.6
Nc1ccc(Cl)c(S(=O)(=O)Nc2cccc(Cl)c2)c1	i	-4.8	-1.5	i	0.0	0.2	i	i	i	i	-1.1
CCOc1cc(-c2nc3n(c(=O)c2C#N)CCS3)ccc1O	i	-4.4	-6.9	i	5.8	-1.8	i	i	i	i	-5.3
O=C(O)Cc1sc(Nc2cccc3ccccc23)nc1-c1ccc(Cl)cc1	i	-3.1	-1.2	i	1.1	-0.1	i	i	i	i	-4.9
O=C(N/N=C/c1sc(=O)n(-c2ccccc2)c1Cl)c1ccccc1	i	-4.9	3.3	i	-1.8	-0.2	i	i	i	i	1.6
Cc1ccc(S(=O)(=O)CCC(=O)N2CCN(c3ccc(Cl)cc3)CC2)cc1	i	-13.4	-6.7	i	5.1	1.4	i	i	i	i	-3.6
COCCN(C(=O)CSc1nc2ccc(C)cc2[nH]1)c1c(N)n(Cc2ccccc2)c(=O)[nH]c1=O	i	-3.6	6.1	i	-1.7	0.8	i	i	i	i	-0.4

# The final five records of the section before come first, to join the parts.
SMILES	RGS4 act	hERG rescue	HDAC3 inh	PolyA inhibitor	GSK3 alpha inh	GSK3B inh	KCNQ1 pot	KCNQ1 inh	KCNK9 inh	KCNK3 block	Dyrk1A ADPGlo
CCOc1cc(-c2nc3n(c(=O)c2C#N)CCS3)ccc1O	i	-4.4	-6.9	i	5.8	-1.8	i	i	i	i	-5.3
O=C(O)Cc1sc(Nc2cccc3ccccc23)nc1-c1ccc(Cl)cc1	i	-3.1	-1.2	i	1.1	-0.1	i	i	i	i	-4.9
O=C(N/N=C/c1sc(=O)n(-c2ccccc2)c1Cl)c1ccccc1	i	-4.9	3.3	i	-1.8	-0.2	i	i	i	i	1.6
Cc1ccc(S(=O)(=O)CCC(=O)N2CCN(c3ccc(Cl)cc3)CC2)cc1	i	-13.4	-6.7	i	5.1	1.4	i	i	i	i	-3.6
COCCN(C(=O)CSc1nc2ccc(C)cc2[nH]1)c1c(N)n(Cc2ccccc2)c(=O)[nH]c1=O	i	-3.6	6.1	i	-1.7	0.8	i	i	i	i	-0.4
CC(C)C(=O)NC(=S)Nc1c(Cl)ccc2nsnc12	i	-18.4	-9.8	i	10.5	0.1	i	i	i	i	22.1
O=C(NCCN1CCOCC1)c1ccc(Cl)c([N+](=O)[O-])c1	i	0.9	10.7	i	-1.0	0.9	i	i	i	i	3.0
CN(C(=O)C1CCOC1)c1nnc(-c2ccncc2)s1 (configuration not stated)	i	-0.3	-0.7	i	3.0	2.6	i	i	i	i	1.5
N#Cc1cn(CC(=O)NCC2CCCO2)c2ccccc12 (configuration not stated)	i	1.0	-3.3	i	0.1	2.8	i	i	i	i	-1.4
OCCC1CN(Cc2nc3ccccc3[nH]2)CCN1C1CCCC1 (configuration not stated)	i	-16.9	-3.7	i	-2.1	3.8	i	i	i	i	-4.2
Cc1cc2cc(CNC(=O)c3cc4ccccc4o3)ccc2n1C	i	-11.6	-7.6	/	-6.3	0.9	i	i	i	/	/
Cc1ccc(Nc2ncnc3c2cnn3C)c(C)c1	i	-7.2	4.4	i	-28.1	-0.5	i	i	i	i	17.0
O=C(CSc1nnc(CNC(=O)c2ccco2)o1)Nc1nc2ccccc2s1	i	-4.9	-6.2	i	-1.4	1.7	i	i	i	i	-2.6
Cc1ccc(C(=O)CCNc2ccccc2)o1	i	-4.5	-0.8	i	-6.1	-0.1	i	i	i	i	-4.9
Clc1ccc2nc(CSCc3ccccc3)cn2c1	i	-8.9	-5.8	i	-0.2	6.1	i	i	i	i	3.6

# Arranged by number of heavy atoms (descending): 3 of the compounds above.
SMILES	RGS4 act	hERG rescue	HDAC3 inh	PolyA inhibitor	GSK3 alpha inh	GSK3B inh	KCNQ1 pot	KCNQ1 inh	KCNK9 inh	KCNK3 block	Dyrk1A ADPGlo
O=C(O)Cc1sc(Nc2cccc3ccccc23)nc1-c1ccc(Cl)cc1	i	-3.1	-1.2	i	1.1	-0.1	i	i	i	i	-4.9
O=C(NCCN1CCOCC1)c1ccc(Cl)c([N+](=O)[O-])c1	i	0.9	10.7	i	-1.0	0.9	i	i	i	i	3.0
Cc1ccc(Nc2ncnc3c2cnn3C)c(C)c1	i	-7.2	4.4	i	-28.1	-0.5	i	i	i	i	17.0

# Remaining list, next part
SMILES	RGS4 act	hERG rescue	HDAC3 inh	PolyA inhibitor	GSK3 alpha inh	GSK3B inh	KCNQ1 pot	KCNQ1 inh	KCNK9 inh	KCNK3 block	Dyrk1A ADPGlo
Cc1ccccc1C(=O)NC1CCN(CC(=O)Nc2ccccc2Cl)CC1	i	-5.9	-3.3	i	-3.1	4.2	i	i	i	i	0.5
O=C(NN1CCOCC1)c1cc(Cl)ccc1Cl	i	-5.9	/	i	-3.1	-5.6	i	i	i	i	-0.1
O=C(CSc1nnc(NC(=O)c2ccccc2F)s1)NCC1CCCO1 (configuration not stated)	i	-8.8	1.7	i	0.6	5.0	i	i	i	-8.81*	0.6
COc1ccc(CN2CCC(C(=O)Nc3ccc(Oc4cccnc4)cc3)CC2)cc1	i	-11.9	0.9	i	-0.2	-1.6	i	i	i	i	6.8
O=C(CSC1=NC(=O)C(c2ccccc2)C(=O)N1)Nc1ccccc1[N+](=O)[O-] (configuration not stated)	i	-5.6	-5.8	i	2.1	-0.5	i	i	i	i	0.1
O=C(NCc1ccco1)/C(=C/c1ccco1)NC(=O)c1ccco1	i	-13.0	3.2	i	1.6	1.4	i	i	i	i	-0.3
COc1ccc(/C=N/NC(=O)CCn2c3ccccc3c3ccccc32)cc1OC	i	-8.5	?	i	1.1	-1.0	i	i	i	i	-2.6
CC(C(=O)N1CCc2ccccc21)N1CCc2ccccc2C1 (configuration not stated)	i	-9.2	-10.7	i	-0.2	1.0	i	i	i	i	-12.7
COc1ccc(N2CCN(C(=O)c3cn(CC4CCCCC4)nn3)CC2)cc1	i	-4.6	0.9	i	0.5	/	i	i	i	i	0.5
C/C(=N\NC(=O)c1ccc(Cl)cc1)c1ccc(Br)s1	i	-3.5	-0.2	i	-2.7	1.4	i	i	i	i	-4.9
Cc1ccc(CNC(=O)CCCc2nc3ccccc3s2)cc1	i	-11.1	2.7	i	-2.3	0.1	i	i	i	i	2.3
CC(C)Cc1ccc(C(C)C(N)=Nc2ccc(O)cc2)cc1 (configuration not stated)	i	-17.5	13.4	i	-1.8	-0.8	i	i	i	i	1.0
COc1ccc(-n2c(SCC(=O)Nc3ccccc3)nc(O)cc2=O)cc1	i	-3.6	14.8	i	0.7	-1.5	i	i	i	i	/
CCOC(=O)c1c(NC(=O)CCC(=O)NCc2ccco2)sc2c1CCCC2	i	-3.9	7.6	i	-2.8	0.2	i	i	i	i	-0.5
O=S(=O)(/N=C(/Nc1ccc(F)cc1F)c1ccc(Cl)cc1)c1ccccc1	i	-5.1	0.2	i	/	4.2	i	i	i	i	4.3
CC(C)c1ccc(/C=N/NC(=O)c2cc(-c3cccc([N+](=O)[O-])c3)n[nH]2)cc1	i	-4.9	8.9	i	2.4	-1.8	i	i	i	i	3.5
COc1ccc(S(=O)(=O)N(CC(=O)NCc2ccco2)C2CCCCC2)cc1OC	i	-6.0	-0.7	i	-3.9	2.9	i	i	i	i	-2.7
OCCN1CCN(c2ncnc3c2sc2nc(N4CCOCC4)c4c(c23)CCC4)CC1	i	0.9	6.7	i	5.5	1.2	i	i	i	i	7.0
C(=C\N1CCCCCC1)/c1nnnn1-c1ccc(-c2ccccc2)cc1	i	-12.1	-0.9	i	0.5	0.2	i	i	i	i	-5.7
CNn1cnc2ccsc2c1=O	i	-6.5	-0.1	i	-1.7	0.5	i	i	i	i	0.2
CN1CCc2c(sc(NC(=O)C3CCN(S(=O)(=O)c4cccs4)CC3)c2C(N)=O)C1	i	-7.7	0.6	i	0.9	5.6	i	i	i	i	-1.0
Cc1c(C)c(C)c(/C=[N+](/C)[O-])c(C)c1C	i	-9.8	-8.9	i	-0.7	1.6	i	i	i	i	2.5
COc1cc(C2N(c3ccc(Cl)c(Cl)c3)C(=O)C3CCCN32)cc(OC)c1OC (configuration not stated)	i	-7.7	5.0	i	-44.4	-2.9	i	i	i	i	0.8
Cc1nn(-c2ccccc2)c(CC(C)(C)C(=O)O)c1C(=O)O	i	-9.4	-0.3	i	-2.2	-4.4	i	i	i	i	0.3
CCCCCOC(=O)C1=C(C)Nc2ncnn2C1c1cccs1 (configuration not stated)	i	-16.5	3.4	i	/	-0.1	i	i	i	i	10.8
COc1ccc2ccccc2c1/C=N/NC(=O)c1cccc(Br)c1	i	-10.1	14.8	i	-2.8	1.1	i	i	i	i	-6.9
Cc1ccccc1NC(=O)N1C2CCC1CC(O)(c1cccnc1)C2 (configuration not stated)	i	-10.3	-4.1	i	-1.1	-0.1	i	i	i	i	7.5
COc1cccc(NC(=S)N(CCCN2CCN(C)CC2)Cc2ccco2)c1	i	-9.9	-4.0	i	-2.3	-1.3	i	i	i	i	-6.3
COc1cc2c(C(=O)N3CCCc4ccccc43)cn(C)c(=O)c2cc1OC	i	-9.2	?	i	1.1	2.7	i	i	i	i	8.7
